High-throughput results deposited in PubChem BioAssay by several laboratories.
zfTRPN1 agonist: zebrafish TRPN1 channel agonists, primary screen, cell-based, HEK293, calcium fluorescence; 220,000 compounds, 0.18% hits; activation, % at 3 µM; HEK293 zebrafish TRPN1-YFP, Fluo-8 calcium fluorescence; 100% = response to 87 µM carbachol;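 active = activation above its plate's cutoff, the mean activation of test wells on that plate plus 3 SD, cut at about 19% in these data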;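 note: 0% = DMSO alone and 100% = 87 µM carbachol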
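Material – zebrafish TRPN1-YFP in HEK293 cells · Doses – 3 µM single point · Schedule – dye 1 h 37 °C plus 30 min RT · Signal – Fluo-8 calcium fluorescence, excitation 470-495 nm, emission 515-575 nm · Read-out – % activation versus carbachol response · Control set – carbachol high, DMSO low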
TRPML3 ag: human TRPML3 channel agonists, primary screen, cell-based, HEK293 TRPML3-YFP, Fluo-8 calcium fluorescence, 3 µM; 100% = the carbachol control signal; activation, % at 3 µM; 220,000 compounds, 0.29% hits; AID 1448, 2008;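 active = activation above its plate's cutoff, the mean activation of the plate's test wells plus 3 SD, cut at about 12% in these data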;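 note: 0% = DMSO only wells and 100% = carbachol wells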
Target sequence (Q8TDD5 whole entry, looked up): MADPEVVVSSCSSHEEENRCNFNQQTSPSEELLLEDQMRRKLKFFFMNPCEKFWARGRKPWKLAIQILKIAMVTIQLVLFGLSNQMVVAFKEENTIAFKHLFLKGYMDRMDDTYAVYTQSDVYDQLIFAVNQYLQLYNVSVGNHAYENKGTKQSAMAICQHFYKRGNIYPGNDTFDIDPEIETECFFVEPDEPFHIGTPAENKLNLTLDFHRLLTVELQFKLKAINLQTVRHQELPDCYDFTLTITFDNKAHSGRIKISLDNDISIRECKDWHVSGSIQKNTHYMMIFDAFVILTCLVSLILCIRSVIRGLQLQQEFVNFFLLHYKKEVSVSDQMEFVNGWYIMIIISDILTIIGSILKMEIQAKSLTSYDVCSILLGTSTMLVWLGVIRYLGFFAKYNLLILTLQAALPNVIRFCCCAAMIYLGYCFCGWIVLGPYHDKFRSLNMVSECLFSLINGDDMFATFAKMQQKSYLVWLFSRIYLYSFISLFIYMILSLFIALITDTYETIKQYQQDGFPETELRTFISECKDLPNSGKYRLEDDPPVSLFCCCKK
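Test system – HEK293 line with stable expression of human TRPML3-YFP channel · Control set – carbachol 87 µM final as high control (100%), DMSO as low control (0%) · Signal – Fluo-8 calcium dye fluorescence, ex 470-495, em 515-575 nm · Incubation – 1-h 37 °C dye load, 5-s basal, 120-s post-compound reads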
BaF3 tox: parental Ba/F3 cell viability inhibition, counter-screen for JAK2V617F inhibitor project, murine pro-B, CellTiter-Glo luminescence; CellTiter-Glo ATP luminescence; inhibition, % at 5.6 µM; 220,000 compounds, 1.1% hits; AID 1486, 2009;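 active = inhibition above a per-campaign cutoff, the mean inhibition of all tested compounds plus 3 SD, cut at about 27% in these data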;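 note: 0% = DMSO wells and 100% = JAK Inhibitor I control wells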
S1P4 agonist: S1P4 receptor agonists, primary screen, cell-based; 220,000 compounds, 0.35% hits; S1P4-expressing cell line, agonist reporter assay; activation, % at 4.98 µM; in the data active = activation above about 11%;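 note: 0% = DMSO vehicle and 100% = reference agonist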
Ba/F3 V617F tox: reduced viability of JAK2V617F-dependent Ba/F3 cells, primary screen, JAK2V617F inhibitor project, cell-based, Ba/F3 EpoR-JAK2V617F, luminescence; ATP luminescence; inhibition, % at 5.6 µM; 220,000 compounds, 1.1% hits; AID 1446, 2008;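 active = inhibition above the campaign mean plus 3 SD over all tested compounds, cut at about 24% in these data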;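 note: cytokine-independent growth of Ba/F3 cells driven by EpoR plus mutant JAK2; 0% = DMSO-treated cells and 100% = JAK inhibitor I control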
EP2 modulator: EP2 receptor modulators, cAMP readout, primary screen, cell-based, HTRF cAMP, PGE2 stimulation. EP2-expressing cells, cAMP HTRF FRET, PGE2 co-stimulation. induction, % at 25 µM. AID 940, 2007. Prostaglandin E2 receptor EP2 subtype (Homo sapiens), P43116. 260,000 compounds, 0.83% hits;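 active = compounds whose cAMP rise, as percent of the full-agonist control response, exceeds 60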;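 note: rat C6 glioma line stably carrying human EP2 under a CMV promoter; the protocol text gives 20 µM as final concentration; 100% = response of wells given 1 µM PGE2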
Target sequence (P43116 whole entry, looked up): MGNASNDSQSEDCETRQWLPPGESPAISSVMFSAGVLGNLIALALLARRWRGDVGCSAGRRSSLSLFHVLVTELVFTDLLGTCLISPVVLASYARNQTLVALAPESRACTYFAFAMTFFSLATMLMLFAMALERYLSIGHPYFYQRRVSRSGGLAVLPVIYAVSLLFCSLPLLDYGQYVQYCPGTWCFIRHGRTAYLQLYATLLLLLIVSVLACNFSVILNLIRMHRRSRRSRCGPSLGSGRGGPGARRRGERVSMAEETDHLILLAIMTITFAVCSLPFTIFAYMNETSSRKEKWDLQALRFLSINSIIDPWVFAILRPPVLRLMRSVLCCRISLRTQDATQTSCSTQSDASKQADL
PERK inh: block of dimerizer-induced PERK translation repression, primary screen, PERK inhibitor project, CHO PERK-DD cells, SEAP luminescence, HTS; AID 1416, 2008; inhibition, % at 5.6 µM; 220,000 compounds, 0.17% hits; CHO PERK-DD fusion, SEAP luminescence translation reporter;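 active = inhibition above the mean inhibition of all tested compounds plus 3 SD, set separately per screening campaign, cut at about 2.9% in these data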;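 note: PERK kinase domain activated by AP20187 dimerizer at 100 nM; 0% = DMSO with dimerizer and 100% = rapamycin at 8.4 µM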
m-calpain inh: inhibitors of pig calpain II, primary screen, biochemical, fluorogenic peptide substrate, 1536-well. purified calpain II, 30 min. 220,000 compounds, 0.37% hits. inhibition, % at 16 µM. AID 1236, 2008;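 active = inhibition above about 50%, limit read from the data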
S1P4 antagonist: S1P4 receptor antagonists, primary screen, cell-based; inhibition, % at 4.98 µM; Sphingosine 1-phosphate receptor 4 (Homo sapiens), O95977; 220,000 compounds, 0.26% hits; S1P4-expressing cells, antagonist mode, reporter read-out; in the data active = inhibition above about 29%;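 note: 0% = wells stimulated with agonist and 100% = vehicle wells without agonist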
The depositor's hits bear a star; i = inactive; . = not tested or not shown; & = joins results of further samples.

compound	zfTRPN1 agonist	TRPML3 ag	BaF3 tox	S1P4 agonist	Ba/F3 V617F tox	EP2 modulator	PERK inh	m-calpain inh	S1P4 antagonist
CCC(=O)Nc1ccc(C(=O)Nc2ccc(OC)cc2[N+](=O)[O-])cc1	2.4	0.3	3	-0.8	-2	17	0.9	-8	-20
CCCn1c(SCC(=O)Nc2sc(C)c(C)c2C(=O)OCC)nc2c1c(=O)n(C)c(=O)n2C	0.2	0.5	5	3.5	-1	52&11	0.4	-3	-11
CC(=O)Nc1ccc(S(=O)(=O)N2CCN(C(C)CCc3ccccc3)CC2)cc1 (centres undefined)	0.5	0.8	8	-1.1	1	-13	0.1	-61	-15
COC(=O)C1=C(C)Nc2nc(-c3ccccc3)nn2C1c1ccc(C)o1 (centres undefined)	-0.6	-1.2	1	0.7	-5	17	-0.9	-13	-4
COc1ccc(C(=O)Nc2nccs2)cc1OC	0.9	1.0	4	-1.0	-5	-12	0.7	26	-14
Cc1nc(NC(=O)c2ccccc2)sc1-c1csc(Nc2cccc(F)c2)n1	-0.3	0.3	4	0.2	-2	18	0.1	-129	1
CC1CN(C(=O)c2cccc(COc3ccc(Br)cc3)c2)CC(C)O1 (centres undefined)	-2.7	-0.2	2	1.8	-3	1	-0.4	-11	-12
COc1ccc(CCn2c(O)cc3nn(-c4nc5ccccc5s4)c(=O)c-3c2C)cc1	2.3	0.4	-2	1.1	1	-10	-0.3	-4	-11
CC(O)c1cc2c(cc1NC(=O)c1cnn3c1NC(c1ccco1)CC3C(F)(F)F)OCO2 (centres undefined)	0.3	-0.2	4	0.8	3	17	-1.8	1	-15
CN(CC1CCCO1)S(=O)(=O)c1ccc(C(=O)Nc2nc(-c3ccccn3)cs2)cc1 (centres undefined)	12	5.2	61*	-0.3	70*	-20	-2.1	-8	-9
COC(=O)C1=C(C)N(Cc2ccc3c(c2)OCO3)C(=O)C1	-0.1	0.6	7	-0.7	2	-2	-0.1	-3	-7
CCc1ccc(C(C(=O)NCc2ccc(OC)cc2)N(CCOC)C(=O)Cc2cccs2)cc1 (centres undefined)	-2.2	-0.9	4	0.2	-1	9	0.6	19	0
O=C(Cn1c(=O)[nH]n(-c2ccccc2)c1=O)N1CCCc2ccccc21	-0.2	0.4	6	1.4	-1	10	0.3	34	-35
COc1ccccc1NS(=O)(=O)c1ccc(/C=C/C(=O)O)cc1	-0.3	1.1	0	0.6	-3	-12	0.3	21	15
CC(C)(C)SCCNC(=O)/C=C/c1ccc(F)cc1	1.9	0.4	2	0.4	-2	-53	1.2	2	-16
COC(=O)c1sccc1-n1cccc1C(=O)C(=O)N1CCCCC1	-0.9	0.8	2	-1.5	0	24	-0.2	-3	-8
CCOc1ccc(CC(=O)Nc2nccs2)cc1	0.3	-0.4	10	-1.5	4	-2	0.1	26	-1
NC1=NC2(CCN(Cc3ccccc3)CC2)n2c(nc3ccccc32)N1	0.6	-0.3	1	2.7	-2	44	-0.5	8	-19
CC(C)(C)OC(=O)C(C)(C)O/N=C(\C(=O)O)c1csc(N)n1	2.7	0.2	8	1.2	0	-1	0.7	-8	-2
C=CCNC(=O)CCCCC(=O)NCC=C	-0.3	0.0	5	-1.4	-1	25	1.3	22	-2
CCOC(=O)Nc1nc(-c2ccccc2)c(C(=O)c2ccccc2)s1	-0.4	-0.6	80*	1.7	80*	48	-1.7	7	-2
COc1ccc(NC(=O)Cc2coc3cc(C)ccc23)cc1S(=O)(=O)N1CCOCC1	0.0	0.1	2	2.4	1	-20	-0.5	-62	-8
CCN1CCCC1CNC(=O)C(=O)NCCc1ccc(OC)c(OC)c1 (centres undefined)	-0.6	-0.2	0	2.5	-4	-1	-0.3	-5	-29
CCOC(=O)N1CCN(c2ccccc2O)CC1	2.3	0.4	4	-2.1	2	4	0.1	12	-11
Cc1cccc(NC(=O)CSc2ccc(-c3ccc4c(c3)OCO4)nn2)c1C	-0.6	0.3	6	3.4	-3	2	1.1	-2	-10
CCN(C(=O)COC(=O)/C=C/c1cccc([N+](=O)[O-])c1)c1ccccc1	-1.1	0.1	5	-1.9	0	-13	0.3	-17	-8
CNCc1cc2ccc(C)cc2[nH]c1=O	0.7	0.3	3	1.2	0	-12	0.2	9	-3
O=C(NN=C1CCCCCCC1)c1ccccn1	1.8	0.8	4	-2.9	-2	5	2.1	-13	2
CC(C)(C)c1ccc(/C=C/C(=O)N2CCc3ccccc3C2)cc1	-2.7	-0.7	0	0.6	-1	-10	1.2	35	-4
COc1ccc(CCNC(=O)[C@@H](NC(N)=O)C(C)C)cc1	-0.2	1.1	3	-0.8	-4	-24	-0.2	10	-5
CCC(C)n1c(NC(=O)c2ccccc2)c(C#N)c2nc3ccccc3nc21 (centres undefined)	2.2	0.5	5	0.7	7	.	1.3	.	7
O=C(CSc1nc2ccsc2c(=O)n1Cc1ccc(C(=O)O)cc1)NCc1ccco1	-1.2	0.0	4	0.4	-5	9	1.3	-15	2
CCO/N=C(\C)c1c(O)cc(C(C)C)n(-c2ccccc2)c1=O	-0.3	0.4	5	-1.9	0	16	0.9	-13	-6
CCOc1ccc(-c2n[nH]c(=S)n2/N=C/c2cc3c(cc2[N+](=O)[O-])OCO3)cc1	-0.5	0.8	5	1.5	1	20	0.4	-39	-17
COc1ccc(C)cc1S(=O)(=O)N(C)CC(=O)NCc1ccco1	-0.5	0.0	-1	-1.1	-6	10&-14	0.7	-19	-2
O=C(Nc1nc2ccc(S(=O)(=O)N3CCCCC3)cc2s1)C1CCCO1 (centres undefined)	0.8	1.2	6	0.2	-2	-22	0.7	-21	-2
COc1ccc(C2C(C(=O)Nc3cccc(C)n3)c3ccccc3C(=O)N2C)cc1 (centres undefined)	2.4	0.5	6	-1.7	3	6	-1.1	-1	-2
O=C1NC(=S)N/C1=C/c1cccc([N+](=O)[O-])c1	0.4	1.3	8	1.7	6	-14	0.4	25	-4
O=C(O)c1cc(-c2ccco2)nn1-c1cccc(Cl)c1	0.1	-0.1	11	1.2	4	19	0.3	-20	-6
Cn1c(=O)c2c(ncn2CC(O)CNc2ccc(Cl)cc2)n(C)c1=O (centres undefined)	2.1	1.2	8	1.5	2	-8	-0.6	-2	6
CCCS(=O)(=O)N1CCN(S(=O)(=O)c2ccc(F)cc2)CC1	-0.8	1.1	2	-1.8	-3	12	1.6	-2	-29
Cc1cccc(OCCCC(=O)Nc2ccc(S(N)(=O)=O)cc2)c1	2.4	0.6	2	-0.2	4	-44	0.0	41	-7
Cc1ccc(C(=O)CSc2nc(C(C)C)nc3ccccc23)cc1	-0.2	-0.4	4	0.1	0	34&54	0.2	-2	-7
CCC(C)(C)n1nnnc1CN(Cc1cc2cc(OC)ccc2[nH]c1=O)C1CCCC1	-2.6	-1.2	4	-1.3	1	6	-1.1	-11	-24
CCN(C(=O)c1cn(C)c(=O)c2cc(OC)c(OC)cc12)c1cc(OC)ccc1OC	-0.2	0.2	6	0.4	0	11	0.3	14	14
Cc1cc(-c2n[nH]c(=S)n2/N=C/C(Cl)=C/c2ccccc2)n[nH]1	-0.5	0.2	3	-0.3	0	11	0.3	5	-8
CC1(C)CC(=O)C(C=NCCc2ccccn2)=C(O)C1	1.6	0.3	5	0.7	-4	9	0.8	-5	-8
Cc1ccc(OCCOCCN(C)C)c(Cl)c1	-0.4	0.8	10	0.6	3	27	0.1	12	-10
COCCNC(=O)/C(C#N)=C/c1cc(C(C)C)c(OC)cc1C	-2.9	-0.1	4	1.1	-2	-2	1.2	0	-7
COC(=O)[C@H](Cc1ccccc1)NC(=O)NCc1ccccc1OC	-0.8	-0.2	4	-2.4	5	23	-0.3	-38	6
Cc1cc(C)n(S(=O)(=O)c2ccc3ccccc3c2)n1	0.3	0.2	9	-0.3	5	-5	-0.6	24	10
Cn1c(N)c(C(=O)NCc2ccccc2)sc1=S	2.7	0.2	8	-0.9	3	-15	1.0	-33	-8
COc1ccc(-c2nn(-c3ccccc3)cc2CO)cc1	-0.9	0.8	5	1.7	-2	-2	-1.1	5	-7
CCOC(=O)Cn1c(=O)oc2cc(S(=O)(=O)Nc3c(C)cc(C)cc3C)ccc21	5.4	5.4	1	-1.4	0	3	0.1	37	-12
Cc1nc(NC2=NCN(CCN3CCOCC3)CN2)nc2c(C)cccc12	-0.6	0.9	2	-0.4	-3	4	0.5	.	-20
O=C(CSc1nnc(Cc2ccccc2)o1)N1CCOCC1	0.8	0.5	4	0.6	0	19	1.2	-6	5
COC(=O)C1=C(C)NC(C)=C(C(=O)OC)C1c1ccc(-c2cc(Cl)ccc2Cl)o1	1.0	0.3	4	-0.6	-4	35	-0.3	-47	-15
O=[N+]([O-])c1cccc(N2Cc3ccccc3C2)c1	0.6	0.6	1	-0.4	4	-12	0.8	8	-1
Cc1ccc(S(=O)(=O)c2nc(NCCN(C)C)sc2Cl)cc1	0.4	0.1	5	4.4	4	-18	-1.9	-38	-21
CCCS(=O)(=O)N1CCC(C(=O)NCCc2ccccc2)CC1	0.3	0.0	-2	0.6	3	-14	-0.4	-28	-8

Next part.
compound	zfTRPN1 agonist	TRPML3 ag	BaF3 tox	S1P4 agonist	Ba/F3 V617F tox	EP2 modulator	PERK inh	m-calpain inh	S1P4 antagonist
N#CCCn1cc(C(=O)Nc2ccccc2Br)c(-c2cccs2)n1	-1.3	0.1	-2	0.8	-2	20	-1.1	2	-4
CC(C)(O[C@@H]1O[C@H](CO)[C@@H](O)[C@H](O)[C@H]1O)[C@H]1Cc2cc3ccc(=O)oc3cc2O1	-0.2	0.4	11	0.1	5	0	1.3	i	0
CCOc1ccc(C(=O)C[n+]2ccccc2C)cc1	0.8	0.2	6	-0.1	3	8	0.7	-2	-2
Cc1ccc2[nH]c(=O)c(CN(CCO)C(=O)N(C)C)cc2c1	0.2	0.2	4	3.1	4	-11	1.1	.	-11
COc1ccccc1-c1cn(C(C)(C)C)nc1C	-3.1	-1.1	2	2.1	-1	44	-0.8	-49	-15
COc1ccc(CCNC(=O)C(NC(=O)OCc2ccccc2)C(C)C)cc1OC (centres undefined)	0.6	0.5	-4	-0.8	3	-5	-1.9	6	-8

Compound profiles, from the list above.
Profile of COc1ccc(CCNC(=O)C(NC(=O)OCc2ccccc2)C(C)C)cc1OC (centres undefined) : zfTRPN1 agonist: 0.6; TRPML3 ag: 0.5; BaF3 tox: -4; S1P4 agonist: -0.8; Ba/F3 V617F tox: 3; EP2 modulator: -5; PERK inh: -1.9; m-calpain inh: 6; S1P4 antagonist: -8
Profile of CCOc1ccc(C(=O)C[n+]2ccccc2C)cc1 : zfTRPN1 agonist: 0.8; TRPML3 ag: 0.2; BaF3 tox: 6; S1P4 agonist: -0.1; Ba/F3 V617F tox: 3; EP2 modulator: 8; PERK inh: 0.7; m-calpain inh: -2; S1P4 antagonist: -2
